Compound activity as filed in PubChem.
GSTO1 inh – counter-screen for RBBP9 inhibitors: inhibitors of human GSTO1; P78417; recombinant GSTO1, activity-based probe fluorescence polarization; inhibition, % at 5.96 µM; actives 1.1% (n = 300,000);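 active = inhibition above the campaign mean inhibition plus 3 SD, cut at about 35% in these data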;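 note: 0% = GSTO1-1 with DMSO and 100% = wells lacking GSTO1-1 enzyme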
PAFAH1B3 FP inh – blocks human PAF acetylhydrolase 1B catalytic subunit 3; recombinant PAFAH1B3, FP-rhodamine probe, fluorescence polarization; inhibition, % at 3.39 µM; actives 0.28% (n = 340,000);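 active = inhibition above the screen-wide average of all tested compounds plus 3 SD, cut at about 25% in these data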;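 note: 0% = enzyme with DMSO only and 100% = wells lacking PAFAH1B3 protein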
Fam108B inh – Fam108B inhibition, counter-screen for RBBP9 inhibitors | recombinant Fam108B, FP-Rh probe fluorescence polarization | inhibition, % at 9.51 µM | actives 0.33% (n = 300,000);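 active = inhibition above the screen mean inhibition plus 3 SD, computed separately per campaign, cut at about 18% in these data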;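 note: inhibitors lower polarization as less probe binds the enzyme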
pPAFAH FP inh – inhibitors of human plasma PAF acetylhydrolase (pPAFAH); recombinant pPAFAH, FP-rhodamine probe fluorescence polarization; actives 1.5% (n = 330,000); Q13093; inhibition, % at 3.39 µM;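 active = inhibition above the mean inhibition across the screen plus 3 SD, cut at about 25% in these data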;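 note: inhibitors block binding of the rhodamine activity-based probe so polarization drops; 0% = enzyme with DMSO and 100% = wells lacking pPAFAH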
Target sequence (Q13093 whole entry, looked up): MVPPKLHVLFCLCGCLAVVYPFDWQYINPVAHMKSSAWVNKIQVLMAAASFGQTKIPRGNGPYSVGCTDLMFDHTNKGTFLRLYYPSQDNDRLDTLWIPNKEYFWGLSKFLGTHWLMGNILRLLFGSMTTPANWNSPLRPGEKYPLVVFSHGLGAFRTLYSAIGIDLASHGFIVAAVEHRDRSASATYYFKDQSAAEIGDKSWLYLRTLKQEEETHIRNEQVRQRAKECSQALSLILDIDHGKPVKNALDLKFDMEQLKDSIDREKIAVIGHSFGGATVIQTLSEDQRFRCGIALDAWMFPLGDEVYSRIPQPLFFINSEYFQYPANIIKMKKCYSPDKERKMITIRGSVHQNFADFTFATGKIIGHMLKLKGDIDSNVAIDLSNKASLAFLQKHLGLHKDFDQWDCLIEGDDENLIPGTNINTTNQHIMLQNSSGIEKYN
PAD4 inh – blocks human protein arginine deiminase 4; actives 0.41% (n = 330,000); inhibition, % at 6.36 µM; AID 485272; Q9UM07; recombinant PAD4, RCA probe fluorescence polarization;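 active = percent inhibition above a cutoff equal to the mean of all tested compounds plus 3 SD, cut at about 15% in these data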;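 note: 0% = PAD4 with RCA probe and DMSO and 100% = probe without PAD4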
PME-1 inh – PME-1 (human) inhibition. Q9Y570. recombinant PME-1, FP-Rh probe fluorescence polarization. inhibition, % at 5.9 µM. actives 0.53% (n = 320,000);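 active = inhibition above the campaign mean of all compounds plus 3 SD, cut at about 26% in these data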;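 note: competitive labeling of PME-1 active site by serine hydrolase directed probe; 0% = PME-1 with DMSO and 100% = wells lacking PME-1 enzyme; inhibitors block probe labeling so polarization falls and inhibition rises; many of its hits are not listed in these tables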
PAFAH1B2 inh – blocks human PAF acetylhydrolase 1b catalytic subunit 2 | inhibition, % at 3.39 µM | AID 492953 | actives 1.2% (n = 340,000) | recombinant PAFAH1B2, FP-rhodamine activity probe, fluorescence polarization;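 active = inhibition above the mean of all tested compounds plus 3 SD, cut at about 24% in these data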;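 note: 0% = enzyme with DMSO and 100% = wells lacking PAFAH1B2; many of its hits are not listed in these tables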
Target sequence (P68402 whole entry, looked up): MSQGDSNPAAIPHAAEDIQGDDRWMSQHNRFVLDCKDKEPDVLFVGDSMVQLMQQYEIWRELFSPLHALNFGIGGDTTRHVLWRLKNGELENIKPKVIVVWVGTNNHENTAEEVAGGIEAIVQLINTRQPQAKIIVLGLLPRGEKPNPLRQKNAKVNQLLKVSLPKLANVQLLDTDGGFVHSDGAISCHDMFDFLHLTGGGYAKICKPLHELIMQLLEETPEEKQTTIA
PAFAH2 FP inh – inhibitors of human PAFAH2 | Q99487 | recombinant PAFAH2, FP-rhodamine activity probe, fluorescence polarization | inhibition, % at 3.39 µM | actives 0.99% (n = 340,000);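 active = inhibition above the mean over all tested compounds plus 3 SD, cut at about 30% in these data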;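 note: inhibitors block probe labeling of enzyme so polarization drops; 0% = enzyme with DMSO and 100% = wells lacking PAFAH2 protein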
LYPLA1 inh – blocks human lysophospholipase 1, a PME1 counter-screen; actives 0.16% (n = 320,000); AID 2174; inhibition, % at 5.9 µM; recombinant LYPLA1, FP-Rh probe fluorescence polarization; O75608;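 active = inhibition above the mean of all tested compounds plus 3 SD, set per campaign, cut at about 14% in these data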;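 note: inhibitors block serine hydrolase probe labeling of LYPLA1 so polarization falls; 0% = enzyme with DMSO and 100% = wells lacking LYPLA1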
Target sequence (O75608 whole entry, looked up): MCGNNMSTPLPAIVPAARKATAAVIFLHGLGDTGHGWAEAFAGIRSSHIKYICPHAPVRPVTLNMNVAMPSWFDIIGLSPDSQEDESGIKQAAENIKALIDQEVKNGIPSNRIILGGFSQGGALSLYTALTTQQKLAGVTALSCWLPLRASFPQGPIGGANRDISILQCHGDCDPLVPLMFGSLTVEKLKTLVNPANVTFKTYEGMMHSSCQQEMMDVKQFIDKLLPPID
The depositor's hits bear a star; x = not tested or not shown.

SMILES	GSTO1 inh	PAFAH1B3 FP inh	Fam108B inh	pPAFAH FP inh	PAD4 inh	PME-1 inh	PAFAH1B2 inh	PAFAH2 FP inh	LYPLA1 inh
CC(=O)OC(C(=O)NCc1ccc(F)cc1)c1ccccn1 (stereo not drawn)	8.8	5.2	-4.7	1.3	1.7	-3.4	0.3	-3.0	-1.2
Cc1cccc(C)c1OCC(=O)NCc1ccccc1	2.6	3.6	-3.0	3.3	-5.3	1.6	1.0	-3.8	3.1
Cc1ccc(NC(=S)NCc2cccs2)c(C)c1	-2.8	5.2	-1.5	3.4	0.9	-3.4	3.1	-0.4	-1.1
COc1ccc2cc(S(=O)(=O)N3CCN(C)CC3)ccc2c1	1.9	3.4	1.7	7.8	2.8	-3.2	6.2	-4.9	0.5
COC(=O)CSc1snnc1-c1ccc(F)cc1	-6.6	7.3	-4.6	5.2	-0.7	7.0	-0.9	-3.7	-0.7
COc1cccc(CN2CCC(Oc3ccc(C(=O)N4CCCCC4)cc3)CC2)c1	10.2	1.4	5.8	0.7	1.4	2.2	-2.3	7.7	3.9
CSc1ccc(/C=C(/NC(=O)c2ccco2)C(=O)N2CCCCC2)cc1	2.7	6.7	-2.3	4.4	0.5	-0.8	4.6	2.9	-4.8
O=C(Nc1ccc(F)cc1F)c1cc(=O)n(-c2ccccc2)c(=O)[nH]1	5.0	7.3	1.7	-2.4	-0.3	1.2	3.5	3.7	-2.2
COc1ccc(S(=O)(=O)N2CCCC(C(=O)NCCCn3ccnc3)C2)cc1OC (stereo not drawn)	-4.7	0.3	-1.4	3.1	-3.2	6.4	1.0	-5.3	0.8
O=c1cc(O)c2ccccc2[nH]1	14.9	2.9	-1.7	-2.3	1.1	-2.9	1.8	2.3	2.1
CSCCNCc1c(C(=O)N2CCOCC2)nc2c(C)cccn12	-7.1	8.1	3.1	4.1	-3.0	-2.7	5.9	6.4	-2.1
CCN(c1ccccc1C(=O)O)S(=O)(=O)c1cccc2nsnc12	-3.0	5.8	6.1	1.1	-2.3	1.4	-0.4	6.7	0.5

Full records, quoted from the list.
Results for COc1ccc2cc(S(=O)(=O)N3CCN(C)CC3)ccc2c1 = GSTO1 inh: 1.9; PAFAH1B3 FP inh: 3.4; Fam108B inh: 1.7; pPAFAH FP inh: 7.8; PAD4 inh: 2.8; PME-1 inh: -3.2; PAFAH1B2 inh: 6.2; PAFAH2 FP inh: -4.9; LYPLA1 inh: 0.5
Results for COc1cccc(CN2CCC(Oc3ccc(C(=O)N4CCCCC4)cc3)CC2)c1 = GSTO1 inh: 10.2; PAFAH1B3 FP inh: 1.4; Fam108B inh: 5.8; pPAFAH FP inh: 0.7; PAD4 inh: 1.4; PME-1 inh: 2.2; PAFAH1B2 inh: -2.3; PAFAH2 FP inh: 7.7; LYPLA1 inh: 3.9

The list goes on:
SMILES	GSTO1 inh	PAFAH1B3 FP inh	Fam108B inh	pPAFAH FP inh	PAD4 inh	PME-1 inh	PAFAH1B2 inh	PAFAH2 FP inh	LYPLA1 inh
CCOc1ncccc1C(=O)OCC(=O)N(CC(C)C)C1CCS(=O)(=O)C1 (stereo not drawn)	1.7	1.2	-0.6	-6.6	1.0	4.8	2.7	1.1	-3.2
CC(=O)Nc1c(C(N)=O)oc2ccc(Cl)cc12	7.2	12.6	2.6	3.2	2.0	1.9	5.1	-1.2	2.3
CCCOc1ccccc1/C=C(\C#N)C(=O)Nc1cccnc1	6.1	-0.2	-2.1	-1.5	1.2	-0.1	6.7	39.8*	0.3
CCC(C)NC(=O)c1ccc(CNS(=O)(=O)c2ccc3c(c2)C(C)(C)C(=O)N3C)cc1 (stereo not drawn)	2.8	2.9	1.2	5.2	1.7	1.9	0.7	5.3	1.1
O=C(Cn1cnc2cc([N+](=O)[O-])ccc2c1=O)N(Cc1ccccc1)C1CCS(=O)(=O)C1 (stereo not drawn)	6.6	11.0	5.0	-0.6	-6.8	3.7	-0.6	-3.5	0.8
CCOc1ccc(N/C(N)=N/c2nc(CSc3nnc(C)s3)cc(=O)[nH]2)cc1	-8.0	-6.6	-1.2	-6.8	-4.3	-8.5	2.0	3.2	-1.1
CC1Cc2ccccc2N1C(=O)CN1CCC(C(N)=O)CC1 (stereo not drawn)	2.5	0.3	4.7	2.6	-1.7	1.5	0.5	7.3	-1.7
Cc1cccc(NC(=O)C2COc3ccccc3O2)c1 (stereo not drawn)	5.5	1.7	5.8	2.2	-1.7	-5.0	4.6	-3.2	4.1
COc1cc(-c2nn3c(C4CCCCC4)nnc3s2)cc(OC)c1OC	-2.7	3.9	-3.8	3.8	-0.2	-1.4	2.9	3.9	-1.0
O=C(CN1C(=O)COc2ccccc21)NCCCN1CCCC1	-7.4	8.1	3.1	2.5	7.2	-0.4	-2.8	-1.0	-0.8
Nc1ccccc1SCc1cn2ccccc2n1	0.9	-3.3	-0.8	4.0	0.7	-5.8	-0.7	0.4	-0.8
COc1ccc(NC2=NCC(=O)N2c2ccccc2F)c(OC)c1	2.4	10.8	0.3	1.0	5.8	4.4	3.5	-9.0	-0.6
COc1ccc2c(c1)c(C(=O)CN1CCCCC1)c(C)n2C	15.3	1.8	-0.1	0.3	3.8	2.0	-1.1	-4.0	0.6
CSc1ccccc1NC(=O)Cn1nc([N+](=O)[O-])c(Cl)c1C	-2.2	3.2	3.2	4.2	-7.8	0.6	5.5	2.7	3.0
CCc1nc(NCCCN2CCOCC2)c2oc3ccccc3c2n1	6.4	3.8	-3.2	2.6	-2.3	1.7	2.8	-6.9	1.9
CC(C)(C)C(=O)C(CO)(Oc1ccc(Cl)cc1)n1cncn1 (stereo not drawn)	-4.3	1.8	4.2	0.4	-7.7	-1.9	0.6	3.2	2.0
CN(C(=S)NC(=O)CCCOc1ccc(Cl)cc1Cl)c1ccccc1	2.2	-4.7	-6.1	5.4	-1.0	3.4	9.3	7.1	-5.8
O=C(O)CCN1C(=O)C2CCCCC2C1=O (stereo not drawn)	2.9	-3.0	1.0	6.4	-1.8	-1.0	8.0	1.6	-0.8
CCn1c(CC(=O)Nc2cccc(OC)c2)nnc1SCC(=O)Nc1nccs1	5.3	3.3	0.0	3.5	-1.9	-1.3	-2.6	4.8	-2.7
CCOc1ccc(CC(=O)NNC(=S)NCCc2ccccc2)cc1	7.4	15.3	-1.8	0.0	-3.3	7.4	10.8	7.3	-0.9
Cc1ccc(C(C(=O)NC(C)(C)C)N(C(=O)c2csnn2)C2CC2)cc1 (stereo not drawn)	6.0	6.8	-0.3	-3.5	-0.1	0.8	2.4	0.7	-1.9
CCCCNC(=O)CSc1nc2ccc(NC(=O)CSc3nnc(COc4ccccc4C)n3C)cc2s1	-3.3	6.9	-2.9	-2.5	-3.1	-7.0	-3.8	2.5	0.8
Cc1ccc(C(C)(C)C)cc1S(=O)(=O)Nc1cccc(S(=O)(=O)NC2=NCCC2)c1	4.5	4.1	3.2	-3.9	1.3	9.4	11.9	-3.3	-0.4
COC1=C(c2ccccc2)C(=O)c2ccccc2C1=O	43.9*	6.1	3.0	6.9	-12.8	9.2	4.7	4.4	-0.6
Cc1sc(NC(=O)C2C3C=CC(C3)C2C(=O)O)c(C(N)=O)c1-c1ccc(C(C)C)cc1 (stereo not drawn)	-6.9	5.0	3.3	4.7	-1.7	3.1	8.1	0.3	1.9
CC(C)Cn1cnc2c(=O)oc3ccccc3c21	4.8	6.8	2.8	-1.7	2.4	1.3	-0.3	7.1	-0.5
COc1cc(NC(=O)c2[nH]cnc2C(N)=O)cc(C(=O)Nc2cccc(C(F)(F)F)c2)c1	x	-36.2	x	-31.0	-5.9	x	-23.8	-41.2	x
CC(C)CCNC(=O)NC(=O)CN1C(=O)NC2(CCCCC2)C1=O	7.5	10.9	3.1	3.0	3.9	-0.2	2.8	1.5	1.1
O=C(O)c1cc(N/N=C/c2ccc3c(c2)OCO3)ccc1Cl	2.2	1.0	-1.6	0.0	-1.6	8.5	-2.5	4.2	2.5
COCCn1c(N)c(N(Cc2ccccc2)C(=O)c2ccc(C#N)cc2)c(=O)[nH]c1=O	4.7	5.6	0.6	2.0	-1.4	-2.9	4.2	-1.6	0.5
O=C1C(=O)N(CCO)C(c2cccc(F)c2)/C1=C(\O)c1ccc(Cl)cc1 (stereo not drawn)	-4.3	-2.1	2.0	-0.1	-4.8	-2.8	-0.6	2.2	1.7
CCCC/C=C/C(NC(=O)CCc1ccccc1)c1ccccc1 (stereo not drawn)	6.2	6.1	4.4	8.3	1.0	3.7	-1.8	-4.5	-0.9
COc1ccccc1C(=O)Nc1ccnn1C1CCN(Cc2cnc(N(C)C)s2)CC1	2.4	-1.1	-5.8	6.9	-5.1	0.7	1.6	-0.3	1.9
COc1ccccc1C(=O)NC(=O)COC(=O)CCOc1ccc(C)cc1	4.2	-0.3	-1.7	9.5	0.6	6.2	7.0	5.6	-3.5
OCCNc1nc(Nc2cccc(O)c2)nc2ccccc12	-5.5	8.6	4.4	4.1	1.4	-1.9	4.2	-4.9	0.6
CC(C)N(C(=O)Cn1cnc2cc([N+](=O)[O-])ccc2c1=O)C(C)C	22.2	x	4.7	2.9	0.8	5.7	x	x	0.6
Cc1cc(C)c(S(=O)(=O)c2ccccc2C(=O)O)c(C)c1	4.9	3.0	-0.5	4.9	2.8	2.0	4.4	2.4	0.9
COc1ccc(C2CCCN2C(=S)Nc2cccc(Cl)c2)cc1OC (stereo not drawn)	0.1	9.2	2.4	1.8	3.0	1.5	5.0	-11.2	0.4
Cc1ccccc1CNC(=O)c1cc2ccccc2o1	1.8	2.3	2.2	6.0	-4.3	1.7	-1.8	0.7	4.2
O=C(CSc1ccc(F)cc1)Nc1ccc(C2SCCS2)cc1	-8.7	x	1.1	1.3	-0.3	3.6	x	x	1.2
CCc1ccccc1NC(=O)CN(C1CCCCC1)S(C)(=O)=O	-4.8	7.3	3.5	1.8	1.0	1.5	3.7	0.4	5.2
COC(=O)C1=C(C)N=C2SCCC(=O)N2C1c1ccc(C(=O)OC)cc1 (stereo not drawn)	-3.6	6.5	-3.2	-0.4	-8.1	0.2	-3.9	2.6	-1.1
COc1ccc(-c2nn(C)c(=O)c3ccccc23)cc1NC(=O)COc1ccc(C)cc1	-8.3	0.3	-4.5	-5.6	0.0	-26.6	3.1	-5.8	-4.2
CCN1CCN(c2cc(C)c3cc(NC(=S)N(CC)CC)ccc3n2)CC1	-0.2	5.1	-0.9	4.7	-0.3	-0.7	2.9	1.7	2.9
CSc1nnc(-c2ccc([N+](=O)[O-])cc2)o1	-4.9	5.6	-3.7	2.2	-3.5	-5.1	-0.5	3.2	3.8
Cc1nc2c(=O)n(C)c(=O)n(C)c2nc1Cl	-13.2	-7.4	-6.0	7.6	-0.4	-0.5	6.6	0.4	-3.4
Cc1oc2cc(O)ccc2c(=O)c1-c1ccccc1	5.1	0.2	0.6	1.4	0.2	-1.7	2.8	-7.8	1.3
CCCC(C)NC(=O)COC(=O)c1ccccc1SCC(=O)NC(C)CCC (stereo not drawn)	0.2	1.9	0.1	5.8	-1.1	0.5	0.8	38.8*	-0.9
Cn1cc(S(=O)(=O)N2CCOCC2)cc1C(=O)O	x	3.6	x	-6.2	1.6	x	5.0	0.0	x
O=C(N/N=C/c1cc2c(cc1Br)OCO2)C1COc2ccccc2O1 (stereo not drawn)	-5.3	4.1	-1.9	8.4	0.0	-2.6	2.3	8.6	-4.1
CCOC(=O)Cc1cc(=O)[nH]c(/N=C(/NC(=O)c2ccccc2)Nc2ccccc2C(F)(F)F)n1	-5.1	4.9	1.1	5.9	-0.8	0.4	2.0	1.3	1.8

Some of the compounds tested; the hit share may differ from the screen's.
